# From PubChem
# Runt-SMMHC FRET: Runt domain-CBFb-SMMHC interaction inhibition. 0.74% of 220,000 active. inhibition, % at 20 µM. Q01196+Q13951. Cerulean-Runt/Venus-CBFb-SMMHC FRET ratio 530/480, 1 h. AID 1434;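 active means mean inhibition across duplicate retests at 20 µM reaching about 50%, limit read from the data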;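 further: 0% = DMSO wells and 100% = wells with excess untagged CBFb-SMMHC; inhibitors lower the FRET ratio by blocking Runt binding to CBFb-SMMHC; some results filed as inactive read as strong as hits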
# PGE2 EP2 inh: inhibitors of human EP2 prostaglandin E2 receptor; inhibition, % at 25 µM; AID 1422; 0.52% of 260,000 active; C6 glioma cells expressing human EP2, cAMP TR-FRET; cells stimulated with saturating PGE2;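 active means percent inhibition above 40 after rounding to a whole number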;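 further: rat C6 glioma host cells with rolipram phosphodiesterase inhibitor present; the protocol text gives 20 µM as final concentration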
# Target sequence (P43116 whole entry, looked up): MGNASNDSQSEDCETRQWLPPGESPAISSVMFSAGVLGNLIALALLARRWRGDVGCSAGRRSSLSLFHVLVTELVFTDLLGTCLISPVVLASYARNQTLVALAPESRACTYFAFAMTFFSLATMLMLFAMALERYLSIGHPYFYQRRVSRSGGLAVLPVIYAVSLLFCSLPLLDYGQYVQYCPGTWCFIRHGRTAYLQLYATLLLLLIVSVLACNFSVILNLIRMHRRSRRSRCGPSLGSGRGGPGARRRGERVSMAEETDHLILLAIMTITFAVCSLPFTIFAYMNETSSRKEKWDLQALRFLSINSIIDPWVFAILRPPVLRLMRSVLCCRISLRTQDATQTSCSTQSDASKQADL
# EP2 mod: modulates human prostaglandin E2 receptor EP2 signaling | EP2-expressing cells, cAMP HTRF FRET, PGE2 co-stimulation | P43116 | 0.83% of 260,000 active | induction, % at 25 µM;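 active means compounds whose cAMP rise, as percent of the full-agonist control response, exceeds 60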;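 further: rat C6 glioma line stably carrying human EP2 under a CMV promoter; the protocol text gives 20 µM as final concentration; 100% = response of wells given 1 µM PGE2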
# PERK inhibitor: inhibitors of human PERK kinase; Q9NZJ5; CHO PERK-DD fusion, SEAP luminescence translation reporter; inhibition, % at 5.6 µM; 0.17% of 220,000 active; AID 1416;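 active means inhibition above the mean inhibition of all tested compounds plus 3 SD, set separately per screening campaign, cut at about 2.9% in these data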;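 further: PERK kinase domain activated by AP20187 dimerizer at 100 nM; 0% = DMSO with dimerizer and 100% = rapamycin at 8.4 µM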
# L929 necroptosis: blocks zVAD induced death of L929 cells | viability rescue, % at 10 µM | L929 zVAD necroptosis rescue, ATP luminescence, 24 h; with zVAD 60 µM | 0.38% of 220,000 active | AID 1377;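 active means activation, scaled between plate controls, above about 75%, limit read from the data; inactive means activation under that limit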;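 further: 0% = zVAD with DMSO and 100% = DMSO alone without zVAD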
# RBBP9 inhibitor: blocks human serine hydrolase RBBP9; O75884; recombinant RBBP9, FP-Rh probe fluorescence polarization; inhibition, % at 7.94 µM; 0.2% of 220,000 active;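 active means inhibition above the campaign mean of all tested compounds plus 3 SD, cut at about 14% in these data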;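 further: plate controls were DMSO wells with RBBP9 for no effect and wells lacking RBBP9 protein for full effect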
# Target sequence (O75884 whole entry, looked up): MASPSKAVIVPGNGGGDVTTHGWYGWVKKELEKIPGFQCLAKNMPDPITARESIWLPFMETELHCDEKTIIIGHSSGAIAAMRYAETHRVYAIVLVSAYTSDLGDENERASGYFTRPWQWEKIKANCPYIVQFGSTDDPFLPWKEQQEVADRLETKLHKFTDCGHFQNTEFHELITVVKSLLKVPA
#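 Test system: recombinant human RBBP9; Timing: 30 min then 45 min, 25 °C; Detection: fluorescence polarization; Control set: RBBP9 with DMSO as uninhibited control, no-protein wells as full inhibition; Compound dosing: one concentration, 7.94 µM nominal, 0.794% DMSO; Probe or stimulus: FP-Rh activity-based probe, 375 nM before mixing.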
# TNF necrop inh: blocks TNF-alpha induced death of Jurkat FADD-/- cells; Jurkat FADD-/- TNF necroptosis rescue, ATP luminescence, 24 h; 0 = TNF only, 100 = no-TNF cells; activation (protection from cell death), % at 10 µM; 0.068% of 220,000 active;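 active means activation, meaning protection from cell death, of at least 50% relative to plate controls; inactive means activation below 50%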;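 further: necroptosis triggered by 40 ng/mL TNF-alpha added together with compound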
# Hck-Nef inh: blocks Nef-activated human Hck kinase | Recombinant Hck-YEEI plus Nef, Z-Lyte FRET kinase assay | AID 463187 | 0.68% of 220,000 active | inhibition, % at 20 µM | P08631;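 active means Hck-Nef kinase inhibition above about 50%, limit read from the data; inactive means inhibition below that limit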;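 further: 0% = DMSO with Hck plus Nef and 100% = Hck alone without Nef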
# Runt-CBFb FRET: inhibitors of human RUNX1 Runt domain binding to CBFb | Q01196+Q13951 | Cerulean-Runt/Venus-CBFb FRET ratio 530/480, 1 h | inhibition, % at 20 µM | 0.46% of 220,000 active;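 active means inhibition over about 50% at 20 µM in the single-dose screen, limit read from the data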;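 further: 0% = DMSO wells and 100% = excess unlabeled CBFb competitor control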
#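 Schedule: protein complex preformed 1 h, compound exposure 1 h, room temperature, dark; test system: Cerulean-labeled Runt domain protein; amount: 100 nM per protein; buffer or medium: Tris 50 mM pH 7.5, KCl, K2SO4, 0.01% BSA; read-out: loss of energy transfer signal; detection: FRET fluorescence; controls: 5 µM unlabeled CBFb as full-inhibition high control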
# The depositor's hits bear a star; · = not tested or not shown.
# Sequence of screens: PERK inhibitor | Hck-Nef inh | RBBP9 inhibitor | Runt-CBFb FRET | PGE2 EP2 inh | TNF necrop inh | EP2 mod | Runt-SMMHC FRET | L929 necroptosis
- O=c1[nH]nc(-c2ccc(F)cc2)cc1Cc1ccccn1
    0.3 | 18 | 10 | 2 | 3 | 0.9 | -50 | -1 | -0.9
- C=CCn1c(C)cc(C)c(C#N)c1=O
    1.9 | -1 | -7 | -48 | 4 | -3.1 | 30 | -1 | -0.4
- COc1cc(/C=C(/C#N)C(=O)Nc2ccccc2)c(Br)cc1OCc1ccc(C(=O)O)cc1
    0.9 | 28 | -13 | 3 | 9 | 3.3 | -27 | -8 | -0.5
- CCOC(=O)C1CCCN(S(=O)(=O)c2cc(Br)cc3c2N(C(=O)C2CC2)CC3)C1 (stereo not drawn)
    -1.3 | -8 | -7 | -4 | 10 | 0.6 | 10 | 1 | -1.8
- Cc1ccc(OCCSc2nc(NC(C)C)nc(NC(C)C)n2)cc1
    -0.8 | 0 | -6 | -4 | 5 | -1.3 | 30 | -4 | ·
- Cc1nc(C)n(CC(=O)c2ccc(Cl)cc2Cl)n1
    0.7 | 16 | -2 | 1 | 7 | -1.3 | 21 | -2 | 0.2
- CCOC(=O)C1CCCN(C(=O)c2ccc3c(c2)NC(=O)C(N2CCOCC2)S3)C1 (stereo not drawn)
    1.0 | 0 | -14 | 0 | 9 | -0.8 | 4 | -7 | 0.6
- CC(=O)Nc1ccc(S(=O)(=O)NC(CC(=O)NCCc2ccccc2)C(C)C)cc1 (stereo not drawn)
    0.2 | -18 | 1 | 1 | 21 | -1.0 | -9 | 0 | 0.2
- CC(C)CCNC(=O)C(c1ccc(O)cc1)N(Cc1cccs1)C(=O)C1COc2ccccc2O1 (stereo not drawn)
    -0.3 | 4 | -3 | -1 | 2 | 3.7 | 34 | 1 | 0.2
- COc1ccccc1-c1nnc(NC(=O)c2ccccc2F)o1
    0.5 | -1 | -6 | 2 | 8 | 1.0 | -1 | 2 | 0.8
- Cc1cc(NCCNC2=CC(=O)CCC2)nc2ccccc12
    -0.1 | 1 | 3 | -2 | 6 | 0.2 | 13 | -1 | 0.9
- CC(C)(C)c1ccc(C(=O)CC(=O)c2cc(Cl)ccc2O)cc1
    0.7 | -2 | 3 | -20 | 4 | -7.5 | -4 | -64 | 0.3
- CN(C(=O)/C(N=Nc1cccc(C(F)(F)F)c1)=C(\O)C(F)(F)F)c1ccccc1
    0.5 | 1 | -6 | -4 | 3 | -4.6 | 0 | 2 | 0.6
- COc1ccc(-c2nc3ccccc3c(=O)n2NC(=S)N(C)C)cc1
    1.1 | 0 | -5 | 49 | 8 | 0.6 | 30 | 28 | 0.3
- Cc1nc2ccccc2c2c1C(=O)N(CCC1=CCCCC1)C2=O
    0.0 | 5 | -2 | -1 | 4 | -0.6 | 49 | -2 | 1.2
- C=CCNc1nc(-c2cccc(OC)c2O)nc2ccccc12
    -1.2 | 1 | -5 | -4 | 16 | -1.7 | -59 | 2 | 0.1
- C/C(=N/N1CCN(c2ccccn2)CC1)c1cccc([N+](=O)[O-])c1
    1.0 | 1 | 1 | 0 | 9 | 3.1 | 19 | -1 | 0.6
- Cc1ccc(NC(=O)C(=O)Nc2ccc(C)cn2)nc1
    0.3 | -2 | -11 | 0 | 7 | 1.6 | 21 | 0 | 3.2
- O=C(NC(Cc1ccccc1)C(=O)O)/C(=C/c1ccco1)NC(=O)c1cccc([N+](=O)[O-])c1 (stereo not drawn)
    0.7 | -1 | -4 | 1 | 1 | 0.8 | 35 | -2 | -0.2
- Oc1ccc2oc3c(c2c1)CCCC3
    0.3 | 1 | -7 | -1 | 4 | -2.2 | 17 | 2 | 0.0
- COc1cc(CCC(=O)OCC(=O)Nc2ccccc2OC(F)F)cc(OC)c1OC
    0.6 | 19 | 0 | -2 | 6 | 1.3 | -21 | 4 | 3.7
- CCN1CCN(C(=O)c2ccc(CN(c3ccc(C)c(C)c3)S(C)(=O)=O)cc2)CC1
    -0.1 | -9 | -11 | 2 | 5 | 1.2 | -17 | 0 | -0.3
- N#CC1=C(N)n2c(s/c(=C\c3ccco3)c2=O)=C(C#N)C1c1ccco1 (stereo not drawn)
    0.3 | 4 | -10 | -43 | 11 | -2.7 | -13 | -29 | -0.1
- COc1ccc(-c2[nH]ncc2CNC(C)CCn2cccn2)cc1F (stereo not drawn)
    -0.5 | 20 | 3 | -1 | 5 | 0.4 | -25 | 2 | 4.8
- CCCOc1ccc(C(=O)N2CC3(CC(c4cccc(NC(=O)[C@@H]5CCC(=O)N5)c4)=NO3)C[C@H]2C(=O)NC2(C(N)=O)CC2)cc1 (stereo partly drawn)
    1.2 | 2 | -3 | -4 | 6 | -2.7 | -18 | 3 | 0.0
- COC(=O)c1cc(OC)c(OC)cc1NC(=S)Nc1cccc(C(C)=O)c1
    -0.1 | 3 | 4 | 14 | 10 | 0.6 | 8 | 2 | 0.5
- CCC(C)NC(=O)CSc1nnc(-c2ccncc2)n1-c1ccc(OC)cc1 (stereo not drawn)
    0.0 | -1 | -5 | 2 | 10 | 1.2 | -1 | -1 | 0.0
- CC(C)(C)NC(=O)NC(=O)COc1ccc(Br)cc1Br
    -0.4 | 1 | -5 | 0 | 8 | 5.1 | -4 | 0 | 5.4
- O=C(CN1CCN(c2ccccn2)CC1)Nc1cccc(S(=O)(=O)N2CCCC2)c1
    -0.8 | 17 | 5 | -110 | 4 | -0.2 | -25 | -2 | -1.3
- COc1ccc(/C(O)=C2/C(=O)C(=O)N(CCN(C)C)C2c2cccnc2)cc1OC (stereo not drawn)
    0.7 | 25 | -7 | 0 | 11 | 1.9 | 7 | -7 | 2.0
- CCOC(=O)C(C)c1nc2ccccc2[nH]c1=O (stereo not drawn)
    -0.2 | 5 | -8 | 2 | 18 | 0.3 | 24 | -4 | 1.9
- COC(=O)c1cc(NC(=O)C23CCC(C)(C(=O)O2)C3(C)C)cc(C(=O)OC)c1 (stereo not drawn)
    0.6 | 0 | 1 | -1 | 23 | -1.5 | -11 | 1 | 0.0
- O=C(Cc1c(Cl)cccc1Cl)Nc1cccnc1
    0.2 | 18 | -6 | 3 | 2 | 0.3 | 7 | 0 | 2.3
- CC(C)CN1CCN(Cc2ccc(Oc3ncccn3)cc2)CC1CCO (stereo not drawn)
    0.0 | 13 | -1 | 1 | 14 | -0.2 | 4 | 1 | 0.5
- COc1ccc(S(=O)(=O)N2CCN(C(=O)NCc3ccccc3)CC2)cc1
    0.8 | 1 | -7 | -1 | 24 | 0.0 | -5 | -2 | 0.7
- Cc1cccc(N(C(=O)CNC(=O)c2cccs2)C(C(=O)NC2CCCC2)c2cccnc2)c1 (stereo not drawn)
    0.0 | 1 | -10 | -3 | 0 | -5.1 | 10 | 1 | -0.4
- CC(=O)N(c1ccc(Cl)cc1)c1c[nH]c2ccccc12
    0.5 | 0 | -4 | -1 | 11 | 1.0 | -20 | 1 | 0.7
- CCc1ccc(C(=O)COC(=O)CNC(=O)c2ccc(N3C(=O)c4ccccc4C3=O)cc2)cc1
    0.6 | 3 | -4 | -2 | 5 | -2.4 | -8 | -9 | 0.2
- Cc1cccc(NC(=O)C(NS(=O)(=O)c2ccc3c(c2)CCC(=O)N3)c2ccccc2)n1 (stereo not drawn)
    -0.7 | 0 | -4 | 8 | 5 | -0.6 | 18 | 5 | 0.3
- O=C(Cc1ccc(Br)cc1)Nc1cccc(Cl)c1
    -0.5 | -28 | -11 | -2 | 8 | 13 | -36 | -2 | 0.9

# A portion taken from the entries so far, as a working copy:
# Sequence of screens: PERK inhibitor | Hck-Nef inh | RBBP9 inhibitor | Runt-CBFb FRET | PGE2 EP2 inh | TNF necrop inh | EP2 mod | Runt-SMMHC FRET | L929 necroptosis
- COc1cc(CCC(=O)OCC(=O)Nc2ccccc2OC(F)F)cc(OC)c1OC
    0.6 | 19 | 0 | -2 | 6 | 1.3 | -21 | 4 | 3.7
- CCN1CCN(C(=O)c2ccc(CN(c3ccc(C)c(C)c3)S(C)(=O)=O)cc2)CC1
    -0.1 | -9 | -11 | 2 | 5 | 1.2 | -17 | 0 | -0.3
- N#CC1=C(N)n2c(s/c(=C\c3ccco3)c2=O)=C(C#N)C1c1ccco1 (stereo not drawn)
    0.3 | 4 | -10 | -43 | 11 | -2.7 | -13 | -29 | -0.1
- COc1ccc(-c2[nH]ncc2CNC(C)CCn2cccn2)cc1F (stereo not drawn)
    -0.5 | 20 | 3 | -1 | 5 | 0.4 | -25 | 2 | 4.8
- CCCOc1ccc(C(=O)N2CC3(CC(c4cccc(NC(=O)[C@@H]5CCC(=O)N5)c4)=NO3)C[C@H]2C(=O)NC2(C(N)=O)CC2)cc1 (stereo partly drawn)
    1.2 | 2 | -3 | -4 | 6 | -2.7 | -18 | 3 | 0.0
- COC(=O)c1cc(OC)c(OC)cc1NC(=S)Nc1cccc(C(C)=O)c1
    -0.1 | 3 | 4 | 14 | 10 | 0.6 | 8 | 2 | 0.5
- CCC(C)NC(=O)CSc1nnc(-c2ccncc2)n1-c1ccc(OC)cc1 (stereo not drawn)
    0.0 | -1 | -5 | 2 | 10 | 1.2 | -1 | -1 | 0.0

# Molecules shown so far containing bromine (4):
# Sequence of screens: PERK inhibitor | Hck-Nef inh | RBBP9 inhibitor | Runt-CBFb FRET | PGE2 EP2 inh | TNF necrop inh | EP2 mod | Runt-SMMHC FRET | L929 necroptosis
- COc1cc(/C=C(/C#N)C(=O)Nc2ccccc2)c(Br)cc1OCc1ccc(C(=O)O)cc1
    0.9 | 28 | -13 | 3 | 9 | 3.3 | -27 | -8 | -0.5
- CCOC(=O)C1CCCN(S(=O)(=O)c2cc(Br)cc3c2N(C(=O)C2CC2)CC3)C1 (stereo not drawn)
    -1.3 | -8 | -7 | -4 | 10 | 0.6 | 10 | 1 | -1.8
- CC(C)(C)NC(=O)NC(=O)COc1ccc(Br)cc1Br
    -0.4 | 1 | -5 | 0 | 8 | 5.1 | -4 | 0 | 5.4
- O=C(Cc1ccc(Br)cc1)Nc1cccc(Cl)c1
    -0.5 | -28 | -11 | -2 | 8 | 13 | -36 | -2 | 0.9

# An excerpt; the hit share may differ from the screen's.
